HT1080 IDH1KD tx: toxicity to HT-1080 IDH1 knockdown cells (counter line) | HT-1080 IDH1 knockdown viability, ATP luminescence, 48 h | Potency, µM (highest dose often 46.1 µM), for the others: at the top dose activity, negative = toxicity, hits mostly cytotoxic | 360,000 tested, 2% active | AID 686971;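 further: potency means the concentration at half of the fitted maximal effect; 0% = DMSO wells and -100% = cell-free medium wells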
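Viability of IDH1-knockdown HT-1080 fibrosarcoma cells was assessed by CellTiter-Glo after 48 h at 37 °C with titrated compound; concentration-effect curves were classified by fit quality and response size.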
HepG2 viability: kills HepG2 cells in TGF-b inhibitor counter-screen. HepG2 CAGA-GFP viability, ATP luminescence, 18 h. Potency, µM (doses to about 46.1 µM), inactives show top-dose activity change, negative = cytotoxicity, usual class: cytotoxic. 410,000 tested, 0.76% active. AID 588856; further: potency means the concentration at half of the fitted maximal effect; some results filed as inactive show a strong effect at the top dose
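HepG2 CAGA-GFP cells (1000/well, DMEM with 1% FBS) received compound, then TGF-beta at 500 pg/mL final, and were incubated 18 hours at 37 degrees C. Viability was read by CellTiter-Glo luminescence. Media-only wells were set as complete cell-killing and DMSO as no toxicity.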
SW480 rereplic: induces DNA re-replication in SW480 colon adenocarcinoma cells; SW480 DNA re-replication, Hoechst DNA content imaging, 48 h; Potency, µM (series often up to 46.1 µM), for the others: at the top dose re-replication activation, usual class: activators; 340,000 tested, 1.8% active; AID 624297; further: potency means the concentration at half of the fitted maximal effect; % of control where 0% means no effect; nearly all actives have a fitted effect of over 55% in size
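Cells (250 per well) received 23 nL compound or DMSO by pin tool and were kept 48 hr at 37 C, 5% CO2. Nuclei were then stained with Hoechst for 40 min and scanned for DNA content.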
S2 tox: reduces viability in counter-screen for ATXN expression inhibitors | S2 cells (HEK-293 line with an ATXN2-luciferase reporter) viability, CellTiter-Fluor protease fluorescence, 24 h | Potency, µM (series often up to 56.7 µM), actives largely listed as cytotoxic | 400,000 tested, 0.49% active | AID 651635; further: potency means the concentration at half of the fitted maximal effect; nearly all actives have a fitted effect of over 40% in size
MCF10A rerep: DNA re-replication induction in MCF 10a cells; 350,000 tested, 2.9% active; Potency, µM (series often up to 46.1 µM), without a hit: at the highest dose activity, positive = re-replication, hits mostly activators; AID 624296; MCF 10A DNA re-replication, Hoechst nuclear intensity, 48 h; further: potency means the concentration at half of the fitted maximal effect; % of control where 0% means no effect; nearly all actives have a fitted effect of over 50% in size
HT1080-NT tox: kills 2HG-producing HT-1080-NT fibrosarcoma cells; Potency, µM (highest dose often 46.1 µM), without a hit: at the top dose activity, negative = less viability, most hits filed as cytotoxic; HT-1080-NT fibrosarcoma viability, CellTiter-Glo ATP luminescence, 48 h; AID 686970; 360,000 tested, 1.6% active;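 further: NT is the 2HG producing partner of a matched IDH1 knockdown line; potency means the concentration at half of the fitted maximal effect; 0% = DMSO-treated cells and -100% = media-only wells without cells; nearly all actives have a fitted effect of over 55% in size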
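750 cells/well, RPMI + 5% FBS; 2 h settle, compound pin-transfer, 48 h at 37 degrees C. CellTiter-Glo 10 min RT, luminescence. Normalized to DMSO and media-only wells.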
KB-3-1 tox: kills parental KB-3-1 adenocarcinoma cells | KB-3-1 viability, CellTiter-Glo ATP luminescence, 72 h | Potency, µM (series often up to 46.1 µM), for the others: top-dose activity change, negative = cytotoxic, hits mostly cytotoxic | 400,000 tested, 1.4% active | AID 1347075; further: potency means the concentration at half of the fitted maximal effect; on the % scale 0 is the no-effect control and ±100 the full control effect; nearly all actives have a fitted effect of over 60% in size
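72 h, 37 °C compound treatment of KB-3-1 parental cells; CellTiter-Glo added, 10 min, luminescence read. Data corrected against DMSO-only plates and normalized before curve fitting.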
IL1B secr inh: inflammasome signaling inhibition, IL-1 beta readout. THP-1 LPS/ATP IL-1B secretion, AlphaLISA, 16 h; active compounds read low. 360,000 tested, 4.7% active. AID 743279. activity change, % at 57.5 µM; in the data active means activity change below about -50%; inconclusive means mostly about -30% to -49%; further: on the % scale 0 is the no-effect control and ±100 the full control effect
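Secreted IL-1B measured by AlphaLISA bead assay after 16 h compound exposure of THP-1 cells; compounds (final up to 57.5 uM) added 1 h before LPS (250 ng/mL) and ATP (1.25 mM) stimulation; lower signal means less secretion.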
ATXN2 expr inh: ATXN2 expression inhibition; AID 1745845; Potency, µM (highest dose often 57 µM), without a hit: at the highest dose activity change, negative = inhibition, actives largely listed as inhibitors; 360,000 tested, 0.72% active; HEK-293 ATXN2-luciferase reporter, luminescence, 24 h; further: potency means the concentration at half of the fitted maximal effect; on the % scale 0 is the no-effect control and ±100 the full control effect; nearly all actives have a fitted effect of over 55% in size
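ATXN2-luciferase reporter cells (luciferase flanked by upstream and downstream ATXN2 gene portions) were treated 24 h at 37 °C with compounds at up to 57 uM. SteadyGlo luminescence gave expression; GF-AFC fluorescence gave viability.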
* marks the source's active call; other numbers are inactive results; i = inactive; ? = inconclusive; / = no result given; & = joins results of further samples; [ ] = dose if it differs, or a comment. Unless noted, the call rests on the fitted dose curve; in most records, active means well fitted curve in the direction sought with a large enough effect; inconclusive means small, poorly fitted or top-dose-only effect, or another doubt; inactive means no such curve, though single readings can be large; an effect the other way counts as inactive or inconclusive. No enrichment for hits (roughly 8.9% active in at least one column).

SMILES	HT1080 IDH1KD tx	HepG2 viability	SW480 rereplic	S2 tox	MCF10A rerep	HT1080-NT tox	KB-3-1 tox	IL1B secr inh	ATXN2 expr inh
O=C(CN1C(=O)c2cccc3cccc1c23)Nc1cccnc1	12%	16%	1%[9.22 µM]	i	?	-1%	0%	-4	-3%
O=C(Cc1cn(-c2ccccc2)nc1-c1ccccc1)N1CCCCC1	-17%	-12%	13%	i	?	?	-15%	-22	-2%
Cc1ccc(NC(=O)CCc2nnc3ccc(N4CCC5(CC4)OCCO5)nn23)cc1F	-3%	-25%	1%	i	4%	10%	-2%	12	-4%
Cc1cccc(CCNC(=O)CC2C(=O)NCCN2CC2CCCCC2)n1 (configuration not stated)	0%	-3%	-135%[inhibitor]	i	0%	23%	2%	-5	-4%
Cc1nn(CC(=O)Nc2c(F)c(F)cc(F)c2F)c(=O)c2cccn12	4%	14%	-23%	i	-5%	1%	22%	-5	4%
Cc1ccc(S(=O)(=O)N(C)C)cc1NC(=O)COC(=O)CCC(=O)c1cccs1	15%	0%	-1%	i	-3%	8%	1%	9	-4%
Clc1ccc(OCc2nnc(SCc3nnc(-c4ccccc4)o3)o2)c(Cl)c1	-10%	-31%	4%	i	8%	-2%	3%	-20	15%
CCOC(=O)c1ccc(Nc2nc(N)c3cc(OC)c(OC)cc3n2)cc1	0%	-88%&-58%	?	?	21µM*	-2%	-16%&-14%	-10	-25%
Cc1ccc(C(=O)N/C(=C/c2cccnc2)C(=O)NCc2ccco2)cc1	10%	-8%	19%	i	-59%[inhibitor]	-1%	-3%	43	-8%
Cc1cccc(CS(=O)(=O)Cc2ccc(C(=O)NCc3cccs3)o2)c1	-8%	-6%	-3%	?	-1%	-1%	-7%	3	0%
COc1ccc(OCC2c3cc(OC)c(OC)cc3CCN2C(=O)c2ccc(F)cc2)cc1 (configuration not stated)	/	-10%	/	i	/	/	-5%	/	-24%
OCC1OC(n2cnc3c(NCCc4ccccc4)ncnc32)C(O)C1O (configuration not stated)	?	-42%	-69%[inhibitor]	i	-12%	2.1µM*	-7%	-11	35%[activator]
CNc1c([N+](=O)[O-])cnn1-c1ccccc1F	-5%	1%	-2%	i	-6%	7%	5%	29	18%
COCCn1c(-c2ccc(F)cc2)nc2cccnc21	13%	-15%	-8%	i	0%	20%	15%	4	-6%
S=C(NCC1CCCO1)Nc1cc(Cl)c(Cl)cc1Cl (configuration not stated)	-1%	2%	/	i	-11%	-20%	0%	-9	1%
CCC(=O)Nc1cccc(NC(=O)c2cccc([N+](=O)[O-])c2)c1	0%	-7%	-9%	i	1%	-1%	-10%	-6	-9%
CCCCOC(=O)C1C2C=C[C@]3(CN(C(C)c4ccc(OC)cc4)C(=O)[C@H]13)O2 (some centres not stated)	18%	11%	2%	i	-4%	-3%	1%	10	1%
O=C1CC(c2ccccc2)Cc2nc(N3CCc4ccccc43)ncc21 (configuration not stated)	-9%	0%	-9%	i	3%	6%	0%	13	19%
CN1C(=O)/C(=C/c2ccc(C(=O)Nc3ccc(O)cc3C(=O)O)cc2)SC1=S	0%	-4%	-10%	?	-1%	2%	0%	-4	/
CC(=O)c1cccc(NC(=O)C2Cc3c(-c4ccc5c(c4)OCO5)ccnc3O2)c1 (configuration not stated)	-25%	-39%	/	?	/	-5%	-1%	-18	?
Cc1ccccc1NC(=O)c1sc(NC(=O)COc2ccccc2)c(C#N)c1C	-5%	-17%	/	i	-3%	-9%	-27%	2	-11%
O=C(NCC(c1cccnc1)N1CCOCC1)c1cccs1 (configuration not stated)	1%	-9%	-3%	i	-7%	-1%	-6%	-14	-2%
O=C(NC(=S)Nc1nc(-c2cccc([N+](=O)[O-])c2)cs1)c1ccccc1Cl	27%	-6%	?	i	?	24%	-7%	-18	0%
COc1ccc(/C=N/NC(=O)c2nc(-c3ccccc3)cc(-c3ccccc3)n2)cc1OC	-7%	-4%	-3%	i	-8%	-10%	-4%	-50*	-24%
Cc1ccc(-c2c(C)n([O-])c3c([n+]2=O)CCCCC3)o1	-3%	-13%	-2%	i	6%	1%	1%	-4	0%

An excerpt from above, reduced to MCF10A rerep and KB-3-1 tox.
Structure	MCF10A rerep	KB-3-1 tox
O=C1CC(c2ccccc2)Cc2nc(N3CCc4ccccc43)ncc21 (configuration not stated)	3%	0%
Cc1cccc(CCNC(=O)CC2C(=O)NCCN2CC2CCCCC2)n1 (configuration not stated)	0%	2%

(list continues)
SMILES	HT1080 IDH1KD tx	HepG2 viability	SW480 rereplic	S2 tox	MCF10A rerep	HT1080-NT tox	KB-3-1 tox	IL1B secr inh	ATXN2 expr inh
C=CCOc1ccnc(-c2ccccc2)n1	10%	4%	0%	?	?	16%	7%	9	-5%
COc1cc(CN2CCN(Cc3c[nH]c4ccccc34)CC2CCO)cc(OC)c1 (configuration not stated)	-17%	-18%	1%	i	0%	-15%	0%	-23	/
O=C(CNC(=O)C(c1ccccc1)c1ccccc1)N/N=C/c1ccc(O)c([N+](=O)[O-])c1	-6%	-10%	2%	i	?	-4%	-17%	5	-3%
CCOC(=O)C(=O)NNc1cccc(C)c1C	-4%	0%	-78%[inhibitor]	i	8.2µM*	-3%	-1%	-1	4%
O=C(Cn1cnc2c(oc3ccccc32)c1=O)N1CCN(c2ccccc2)CC1	-17%	-7%	-2%	i	1%	-14%	0%	13	15%
O=c1c2c(-c3cccs3)csc2ncn1/N=C/c1ccccn1	-8%	-51%	6%	i	?	-9%	0%	0	0%
COc1ccccc1NC(=O)N1CCC(c2nc3cc(C)c(C)cc3[nH]2)CC1	5.8µM*	-3%	5.8µM*	i	3.7µM*	5.8µM*	1.6µM*	24	-2%
CCn1c(=O)c2sccc2n2c(CCC(=O)N3CCN(c4ccc(C(C)=O)cc4)CC3)nnc12	/	6%	/	i	/	/	3%	/	0%
O=S(=O)(NCc1ccccc1)[C@@H]1CC2C=CC1C2 (some centres not stated)	3%	-43%&-18%	37%	i	4%	2%	0%&-5%	35	-1%
CCc1cc(=O)oc2c3c(cc(OCC(=O)Nc4cccnc4)c12)OC(C)(C)CC3	-20%	-6%	0%	?	?	-1%	0%	?	?
CCCc1nnc(SCC(=O)N2CCCCC2C)n1CCOC (configuration not stated)	-7%	20%	-3%	i	1%	16%	?	-13	-11%
CC(=O)C1=C(NC(=O)c2ccccc2F)C[C@@H]2[C@H]1C2(C)C	1%	18%	2%	i	16%	-2%	6%	-2	2%
NC(=O)c1cnn(Cc2ccc(Cl)cc2)c1N	-4%	-1%	-6%	i	0%	-4%	-4%	0	5%
COc1ccc(C(=O)N2CCN(c3ncccn3)CC2)cc1[N+](=O)[O-]	-2%	-8%	-2%	i	31%	17%	-6%	0	/
NC(=O)[C@@H]1[C@@H]2C(=O)N(c3ccc(F)cc3)C(=O)[C@@H]2[C@H]2C=Cc3ccccc3N21	-19%	8%	-2%	i	6%	-16%	0%	-9	-10%
CCS(=O)(=O)c1ccc(-c2csc(-c3ccccc3)n2)c(Cl)c1Cl	-21%	-26%	?	i	5%	-14%	-16%	-12	13%
C/C(=N/NC(=O)c1ccc2c(c1)OCO2)c1cccc([N+](=O)[O-])c1	15%	-2%	-5%	i	-1%	10%	1%	5	13%
Cc1ccc(Nc2nc(-c3ccc(O)cc3O)cs2)nc1	1.8µM*	-77%	1%	/	25%	1.6µM*	21µM*	-67*	6%
Nc1nc(Nc2ccc(Cl)cc2)nc2ccccc12	-14%	-48%	-7%	i	27%	-11%	2%	-119*	45%[activator]
CN(C)c1nc(Cl)nc2c1nc(Cl)n2C1CCCCO1 (configuration not stated)	9%	3%	-2%	i	0%	10%	10%	27	7%
Cc1nnc(SCC(=O)NNC(=O)c2ccc(Cl)cc2)n1CC1CCCO1 (configuration not stated)	24%	17%	0%	i	-33%[inhibitor]	22%	2%	0	-17%
O=[N+]([O-])c1ccc(C(O)CN2CCOCC2)cc1 (configuration not stated)	-2%	-3%	1%	i	-15%	-5%	-1%	19	17%
CC12C(=O)N(c3cccc(OC(=O)c4ccco4)c3)C(=O)C1C1c3ccccc3C2c2ccccc21 (configuration not stated)	-15%	1%	11%	i	?	-9%	-4%	0	-7%
CCSc1nc(N2CCOCC2)c2c(c1C#N)CCCC2	-1%	-39%	-5%	i	?	2%	6%	45	1%
COc1cccc(N2C(=O)CC(N3CCN(S(=O)(=O)c4ccccc4[N+](=O)[O-])CC3)C2=O)c1 (configuration not stated)	10%	1%	29%	i	4%	9%	6%	8	7%
Cc1cccc(C)c1-n1nnnc1C(c1cc2ccccc2o1)N1CCN(C/C=C/c2ccccc2)CC1 (configuration not stated)	?	-30%	/	?	/	?	-5%	-11	-5%
S=C(NCCCN1CCOCC1)N1CCN(c2nc(-c3ccccc3)cs2)CC1	23µM*	-28%	0%	i	?	18µM*	-29%	-87*	?
CCOc1cccc(/C(O)=C2/C(=O)C(=O)N(CCOC)C2c2ccco2)c1 (configuration not stated)	23%	-15%	-4%	i	6%	17%	-10%	10	0%
COC(=O)c1cccc(-c2ccc(C(c3c(C)[nH][nH]c3=O)c3c(C)[nH][nH]c3=O)o2)c1	?	-52%	?	i	?	?	-7%	-19	-13%[11.3 µM]
CN(c1ccccc1)S(=O)(=O)c1cccc(NC(=O)C2=NNC(=O)CC2)c1	-11%	0%	18%	i	15%	?	-13%	17	-15%

Quoted at random: 3 entries already listed.
SMILES	HT1080 IDH1KD tx	HepG2 viability	SW480 rereplic	S2 tox	MCF10A rerep	HT1080-NT tox	KB-3-1 tox	IL1B secr inh	ATXN2 expr inh
CC12C(=O)N(c3cccc(OC(=O)c4ccco4)c3)C(=O)C1C1c3ccccc3C2c2ccccc21 (configuration not stated)	-15%	1%	11%	i	?	-9%	-4%	0	-7%
CCSc1nc(N2CCOCC2)c2c(c1C#N)CCCC2	-1%	-39%	-5%	i	?	2%	6%	45	1%
Nc1nc(Nc2ccc(Cl)cc2)nc2ccccc12	-14%	-48%	-7%	i	27%	-11%	2%	-119*	45%[activator]
